NPYLR7 ag = activates Aedes aegypti NPYLR7 receptor | activation, % at 10 µM | HEK293T NPYLR7/Galpha15, GCaMP6s calcium fluorescence | 270,000 compounds, 0.15% hits; in the data active = activation above about 40%;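 also: 0% = vehicle and 100% = reference agonist at the receptor; some compounds past the cut are filed as inactive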
mcGAS inh = blocks mouse cGAS activity; Q8C6L5; recombinant cGAS, Kinase-Glo ATP depletion luminescence; inhibition, % at 12.5 µM; 160,000 compounds, 0.15% hits;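 also: 0% = negative control wells and 100% = reference inhibitor with no enzyme activity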
hcGAS inh = human cGAS inhibition. Q8N884. recombinant h-cGAS, ATP depletion, Kinase-Glo luminescence. inhibition, % at 12.5 µM. 290,000 compounds, 0.081% hits. AID 1259398;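 also: 0% = vehicle reaction and 100% = reaction without DNA for no activity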
Target sequence (Q8N884 whole entry, looked up): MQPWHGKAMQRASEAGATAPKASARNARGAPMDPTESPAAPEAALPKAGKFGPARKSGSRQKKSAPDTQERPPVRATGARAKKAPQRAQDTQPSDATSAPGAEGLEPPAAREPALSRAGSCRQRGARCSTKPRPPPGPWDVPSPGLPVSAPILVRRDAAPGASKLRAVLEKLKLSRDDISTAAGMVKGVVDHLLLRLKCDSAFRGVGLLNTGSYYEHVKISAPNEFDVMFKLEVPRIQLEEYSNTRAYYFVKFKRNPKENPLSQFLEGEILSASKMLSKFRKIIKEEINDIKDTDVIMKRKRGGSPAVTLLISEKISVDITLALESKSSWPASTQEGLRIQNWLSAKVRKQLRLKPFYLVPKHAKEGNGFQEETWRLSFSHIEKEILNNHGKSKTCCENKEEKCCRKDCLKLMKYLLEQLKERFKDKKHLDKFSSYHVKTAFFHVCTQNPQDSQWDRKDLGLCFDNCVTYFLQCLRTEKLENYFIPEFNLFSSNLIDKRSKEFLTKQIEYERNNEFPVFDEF
Starred values were filed as active, the others as inactive; x = not tested or not shown. Rule as the data show it, unless noted: active = inhibition above about 40%; inactive = the rest. Compounds were not picked by outcome (roughly 0.29% active in at least one column).

item | smiles | NPYLR7 ag | mcGAS inh | hcGAS inh
1 | COc1ccc(OCCN2CCC(C(=O)NC(c3ccccn3)c3ccccc3OC)CC2)cc1 (stereo not given) | 3.2 | -3.9 | -7.7
2 | O=[N+]([O-])c1cc(C=Nc2cccc3nsnc23)c(O)c2ccccc12 | -10.0 | x | 6.6
3 | CCCCN(C(=O)CCC(=O)O)c1c(N)n(CCC)c(=O)[nH]c1=O | 4.0 | x | 0.8
4 | COc1nc(-c2ccccc2C)n(-c2ccc(NC(=O)CSc3ccccc3)cc2)n1 | 23.7 | -7.5 | -3.2
5 | COC(=O)C1=C(C)NC2=C(C(=O)CC(c3ccccc3)C2)C1c1cccc([N+](=O)[O-])c1 (stereo not given) | 0.8 | x | -1.3
6 | Cc1cc(C)c(S(=O)(=O)N2CCC(c3cn(Cc4cccc(F)c4)c4ccccc34)CC2)c(C)c1 | 31.3 | -8.6 | -0.2
7 | CCOCCCNC(=O)c1cc(NC(=O)C(CC)c2ccccc2)ccc1N1CCN(c2ccccc2OC)CC1 (stereo not given) | -5.9 | -4.4 | -13.0
8 | C=CCN1C(=O)NC(c2cccc(F)c2)C2=C1CN(Cc1ccc(F)cc1)C2=O (stereo not given) | x | -3.1 | -4.8
9 | Cc1nc(Cl)cc(N2CCC(Sc3ccccn3)CC2)n1 | 8.8 | -13.3 | -6.2
10 | CSc1nc(N2CCCC2)c2cnn(CCNC(=O)COc3ccc(F)cc3)c2n1 | x | 0.9 | 2.0
11 | CC1(C)CC(=O)C2C(=Nc3ccccc3NC2c2cccs2)C1 (stereo not given) | 16.9 | -4.5 | -3.4
12 | CC1CCN(C(=O)CCCSc2nnc(-c3ccccc3Cl)n2-c2ccccc2)CC1 | x | -4.5 | -3.1
13 | Cc1ccc(S(=O)(=O)N=Cc2cccc([N+](=O)[O-])c2)cc1 | -6.4 | -3.6 | -5.6
14 | O=C(Nc1nc(-c2ccc(Oc3ccccc3)cc2)cs1)c1ccco1 | -2.6 | -7.7 | -1.1
15 | CN1c2ccccc2CC(C#N)(C#N)C12CCCCC2 | 23.4 | x | -2.7
16 | COc1ccc(N2C(=O)CSC23CCN(C(=O)C(C)(C)C)CC3)cc1 | 0.1 | x | -14.9
17 | CCCCc1cc2c(=O)c(-c3cc4ccccc4o3)coc2cc1O | 8.3 | -6.7 | -8.2
18 | CC(=O)Nc1cccc(C(C)NC(=O)c2ccc(C)c(F)c2)c1 (stereo not given) | 4.4 | x | -7.5
19 | COc1cc(N2CC[C@@H](c3ccc4ccccc4c3)[C@H](O)C2)nc(N)n1 | 1.8 | -19.2 | -5.2
20 | CC(=O)N1CCN(c2oc(-c3ccc(COc4ccc(C)cc4)o3)nc2C#N)CC1 | -0.1 | -1.2 | 4.6
21 | CCCCCCc1ccc(C(=O)N2CCCN(c3nc(Cc4ccc(C)cc4)nc4onc(-c5cccnc5)c34)CC2)cc1 | 20.0 | -5.9 | -3.2
22 | N#CCCCCS(=O)(=O)Nc1ccc(N2CCCC2)c(F)c1 | 8.0 | x | -6.6
23 | COc1ccc(NC(=O)CSc2nnc(C(C)C)c3cnn(-c4ccccc4)c23)c(OC)c1 | -6.9 | -11.8 | -4.2
24 | CC(=NNc1nc(C)cc(C)n1)c1ccc2c(c1)Nc1ccccc1S2 | 3.9 | x | -3.0
25 | CC(C)CN(CC(=O)N(Cc1ccc(F)cc1)Cc1ccco1)Cc1ccc([N+](=O)[O-])cc1 | 15.3 | -5.7 | -9.0
26 | CC(=O)Cn1c(=O)c2c(nc3n(-c4ccc(C)cc4C)c(C)c(C)n23)n(C)c1=O | 7.1 | -5.9 | -3.4
27 | CNC(=S)N1CCc2ccccc21 | -10.2 | x | 3.4
28 | O=C(c1cccc(F)c1)N(Cc1cccc(Cl)c1)CC1CC(c2ccc3c(c2)OCO3)=NO1 (stereo not given) | 2.6 | -3.1 | 1.3
29 | O=C(c1n[nH]c(C2CC2)c1Br)N(C1CCCCC1)C1CC1 | 8.8 | x | -9.3
30 | CCN(CC)S(=O)(=O)c1ccc(N2CCN(Cc3ccccc3C)CC2)nc1 | 6.5 | x | -4.5
31 | Cc1nc(SCc2cccc(C(=O)N3CCOCC3)c2)nc(N2CCOCC2)c1C | -4.5 | -0.1 | 0.2
32 | COc1cc(C=NNC(=O)COc2cc(C)ccc2C(C)C)cc(OC)c1OC | 1.9 | -7.2 | -4.3
33 | CCCc1cc(=O)[nH]c(-n2nc(C)cc2NC(=O)C23CC4CC(CC(C4)C2)C3)n1 | 6.3 | -4.8 | -8.9
34 | Cc1ccc(CSc2nc3c(cnn3CCO)c(=O)[nH]2)cc1 | 4.6 | x | -10.4
35 | Cc1c(CN(C)C2CCCc3ccccc32)c(=O)n(-c2ccccc2)n1C (stereo not given) | 23.8 | x | -0.6
36 | Cc1c(Br)c([N+](=O)[O-])nn1CC(=O)NN(C)c1cnc2ccccc2n1 | -4.6 | -4.2 | -4.6
37 | CC(=O)c1ccc(C(=O)N(CCc2ccccc2)CC2CCCN(C)C2)s1 (stereo not given) | 2.2 | x | -8.5
38 | CCN(CC)Cc1csc(N)n1 | 3.1 | x | -4.7
39 | COc1ccc(CCCNc2c(C#N)c(=O)n(C)c(=O)n2C)cc1OC | 3.0 | x | -7.1
40 | CC(=N)C(C#N)c1csc(NC(=O)c2cccc3c(=O)c(C)c(-c4ccccc4)oc23)n1 (stereo not given) | 12.6 | x | -2.3
41 | Cc1ccc(F)c2c1CCCN2CC(=O)Nc1cccc(C(=O)N2CCSCC2)c1 | 2.2 | -17.6 | -8.8
42 | C=CCn1c(=NC(=O)c2ccc(C(C)=O)cc2)sc2cccc(C)c21 | -0.5 | -9.4 | -4.7
43 | CCOC(=O)N1CCN(C2CCCN(C(=O)c3ccc4[nH]c(C)c(C)c4c3)C2)CC1 (stereo not given) | 2.3 | x | -2.0
44 | Cc1nn(-c2ccccc2)c2[nH]cc(C(=O)NCc3ccncc3)c(=O)c12 | -0.4 | -6.9 | -1.2
45 | CCCCC(=O)Nc1c(-c2ccccc2OC)nc2cc(C)ccn12 | -9.6 | -8.8 | -7.5
46 | c1ccc(-c2ncn(CC3CNCCO3)c2-c2cc3ccccc3[nH]2)cc1 (stereo not given) | 8.2 | x | -0.6
47 | c1ccc2c(c1)CC(N1CCN(c3cccc4c3OCCO4)CC1)C2 | 3.8 | -0.5 | 3.1
48 | Cc1ncc(CC(=O)N2CCCC(CCc3ccccc3F)C2)c(=O)[nH]1 (stereo not given) | -0.4 | x | -0.3
49 | COc1ccc(NC(=O)N2CCc3ccccc3C2c2ccc(F)cc2)cc1OC (stereo not given) | 17.0 | -7.7 | -3.2
50 | CCC(C)N(Cc1csc(COc2c(OC)cccc2OC)n1)C(=O)COC (stereo not given) | 19.7 | -6.9 | -6.4
51 | Nc1ccc(-c2ccc(N)c([N+](=O)[O-])c2)cc1[N+](=O)[O-] | 0.9 | x | -6.3
52 | Cc1cccc(C)c1NC(=O)CSC1=NS(=O)(=O)c2ccccc2N1 | -4.4 | -6.0 | -2.4
53 | Cc1ccc(C)c(NC(=O)CN2CCCC2C(=O)N(C)C)c1 (stereo not given) | -6.9 | x | -6.3
54 | Cc1nnc(SCc2ccc(C(=O)N3CCCC3)cc2)n1-c1ccc(F)cc1 | 4.6 | -4.9 | -4.1
55 | CC(C)CC(NC(=O)C1Cc2ccccc2C1)c1nnc2n1CCNCC2 (stereo not given) | 8.4 | -16.5 | -3.2
56 | CCS(=O)(=O)CC(=O)N1CCN(C)CC1C(C)C (stereo not given) | 14.2 | -17.7 | -8.5
57 | COc1ccc(CC(OC)C(O)c2ccccc2)c(OCc2ccccc2)c1 (stereo not given) | 10.9 | x | 0.7
58 | Cc1ccc(S(=O)(=O)CCCC(=O)Nc2nnc(-c3cc(C)n(C)n3)o2)cc1 | -6.9 | -10.0 | -3.9
59 | C=CCCS(=O)(=O)NC(C)c1ccc(NC(=O)C2CC2)cc1 (stereo not given) | -3.5 | x | -1.3
60 | CCN(CC)C(=O)Oc1ccc2c(ccn2Cc2ccccc2Cl)c1NC(=O)c1cccc(OC(C)=O)c1C | 1.3 | -4.9 | -6.1

(listing goes on)
item | smiles | NPYLR7 ag | mcGAS inh | hcGAS inh
61 | Cc1ccsc1[C@@H]1CCN(C(=O)c2ccccc2-c2nn[nH]n2)C[C@H]1O | 3.0 | -16.6 | -2.3
62 | Cc1nc(CN2C(=O)C(C)ON=C2c2ccccc2F)cs1 (stereo not given) | -1.3 | x | -2.5
63 | Cc1ccc(N2C(=O)N(CC(=O)N3CCCCCCC3)C(=O)C2C)cc1 (stereo not given) | 27.9 | x | -5.0
64 | O=C(c1cc(COc2cccc3cnccc23)on1)N1CCC(c2cccc(Cl)c2)C1 (stereo not given) | 5.4 | -10.0 | -7.1
65 | Cc1ccc(C)c(CN(Cc2nc(C(=O)NCCc3ccccn3)co2)C(C)c2ccccc2)c1 (stereo not given) | 21.2 | -4.8 | -0.9
66 | CCOC(=O)C1(CCCc2ccccc2)CCCN(C(=O)c2ccoc2)C1 (stereo not given) | 5.9 | x | -9.1
67 | CN=C1SC(CC(=O)Nc2c(C)cccc2C)C(=O)N1/N=C\c1cccs1 (stereo not given) | 7.6 | x | -12.9
68 | COc1ccc2[nH]c3c(c2c1)CCN(C(=O)c1ccc(C(F)(F)F)c(F)c1)C3C(C)Cc1ccc2c(c1)OCO2 (stereo not given) | 15.9 | -8.4 | -14.8
69 | CCCN(CC)C(=O)c1ccc(-c2ccc3c(c2)OCCO3)s1 | 2.6 | -10.8 | -13.0
70 | CCOC(=O)c1c(NC(=O)c2ccco2)sc(C(=O)Nc2cccc(OC)c2)c1C | -7.2 | x | -5.4
71 | Cc1ccc(C(=O)Nc2ccc(SCc3cccnc3)nn2)cc1 | 1.9 | -8.7 | -5.9
72 | O=C(C=Cc1ccco1)c1ccc2c(c1)OCO2 | -1.2 | -2.2 | -1.8
73 | Cc1cc(C)n(C(C)C(=O)N(C)CC(=O)c2ccc(O)cc2)n1 (stereo not given) | -0.2 | x | -5.6
74 | COCCN(Cc1c(C)nn(-c2cccc(F)c2)c1N1CCN(C)CC1)C(=O)c1ccccc1F | 1.9 | -4.9 | -6.6
75 | CC1CCCN(CCNC(=O)c2n[nH]c3ccccc23)C1 (stereo not given) | -0.5 | x | -19.5
76 | O=C(NCc1ccc2c(c1)OCO2)c1nn(-c2ccccc2F)c(=O)n(Cc2ccccc2F)c1=O | -5.9 | -3.2 | -3.8
77 | CC(C)OCCNC(=O)CC1C(=O)NCCN1Cc1ccccn1 (stereo not given) | 4.7 | -10.2 | -2.5
78 | Cc1ccc(C(=O)N2CCC(=O)N(CCC#N)C[C@H]3COc4ccccc4[C@H]32)cc1 | 22.8 | -3.8 | 1.4
79 | CSc1ccc(NC(=O)N2CCc3nc(-c4ccccc4)nc(N4CCOCC4)c3C2)cc1 | -3.1 | -6.0 | -8.6
80 | CCn1ccnc1CN1CCN(S(C)(=O)=O)CC1 | x | -8.1 | -16.8
81 | CN(C)N=CC=C1CCC(=CC=NN(C)C)C1=O | 1.8 | x | -25.5
82 | CCC(C)NCc1c(-c2ccc(C)cc2)noc1N1CCCC1 (stereo not given) | 3.8 | x | -8.5
83 | CC(=O)Nc1ccc(S(=O)(=O)Oc2ccc(Cl)cc2CN(CC2CCCO2)C(=O)NC(C)(C)C)cc1 (stereo not given) | 21.4 | -8.0 | -3.2
84 | COc1cc(NS(=O)(=O)c2ccc(OC)c([N+](=O)[O-])c2)cc(OC)c1 | 11.8 | -3.8 | -2.6
85 | Cc1ccsc1CN(Cc1ccc(F)cc1)Cc1nc(C(=O)N2CCN(C)CC2)co1 | 2.1 | -7.6 | -6.8
86 | C=Cn1cc(C(=O)N(C)C(CC)c2cccnc2)cn1 (stereo not given) | -9.9 | x | -2.0
87 | Cc1cc(=O)n2c(-c3cccc(NC(=O)c4c(F)cccc4F)c3)csc2n1 | 11.4 | x | -6.2
88 | Cc1noc(C)c1CN(C)C(=O)c1cccnc1Oc1ccccc1 | 9.1 | -13.4 | -2.7
89 | COc1c(Cl)cccc1NC(=O)N1CCC(n2cccc2)CC1 | -32.0 | x | 3.6
90 | CCOc1ccc(N(CC(=O)N2CCCCC2)S(C)(=O)=O)cc1 | -2.6 | x | -0.4
91 | CCn1c(SCc2ccccc2)nc2c(c1=O)SCC2 | -1.7 | -8.0 | -7.0
92 | Cc1nc(-c2cn(CCN)nn2)n(-c2ccc3c(c2)CCC3)n1 | -3.8 | x | -1.7
93 | COc1ccc(N=c2sc(C(C)=O)c(C)n2CCCO)cc1 | -6.7 | -8.4 | -6.5
94 | CN(C1CCN(CC(=O)Nc2ccncc2)CC1)S(C)(=O)=O | 5.5 | x | -17.8
95 | COc1ccccc1Nc1n[nH]c(=S)n1C(=O)c1ccc(C(C)(C)C)cc1 | 4.0 | -6.5 | -4.5
96 | O=S(CCCOc1ccc(F)cc1)Cc1ccc(F)cc1Cl (stereo not given) | 3.4 | x | 4.4
97 | O=C1CC(c2cnc(-c3ccccn3)nc2)c2cnn(Cc3ccco3)c2N1 (stereo not given) | -1.1 | x | -5.8
98 | CCn1cc(NC(=O)N2CCN(Cc3ccccc3)CC2)c2ccccc21 | 4.1 | -9.5 | -6.5
99 | CCS(=O)(=O)Oc1cc(CN(C(=O)C(C)C)C2CC2)ccc1OC | -2.0 | 0.6 | 5.4
